dFosB activator – activators of mouse delta FosB homodimer; activation, % at 25 µM; purified delta FosB, TAMRA-CDK5 oligo fluorescence polarization; percent of positive-control signal above neutral wells; actives 0.99% (n = 340,000);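 active means mean activation above about 17%, with every replicate also reaching it, limit read from the data, passing the limit was not always enough; inconclusive means only one of the two conditions met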;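 further: fluorescence polarization rise as delta FosB binds a TAMRA Cdk5 AP-1 oligo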
SR-BI uptake up – activators of SR-BI mediated HDL lipid uptake; CHO ldlA[mSR-BI] cells, DiI-HDL uptake fluorescence, 3 h; 100 = double the neutral-control signal; activation, % at 12.5 µM; actives 0.096% (n = 320,000); AID 504775;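 active means mean replicate activation of at least 60% and every replicate at or above 60%; inconclusive means mean or all-replicate condition met, but not both; inactive means mean below 60% and not all replicates reaching 60%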;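 further: 0% = median plate neutral-control signal and 100% = twice that signal; values of inactives mirror those of a sister screen read the other way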
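Assay system: LDL receptor-deficient CHO ldlA cells overexpressing murine SR-BI / Medium: BSA-supplemented, HEPES-buffered Ham's F12, pH 7.4 / Probe or stimulus: DiI-labelled HDL at 10 µg/mL final / Timing: compound with DiI-HDL co-incubation, 3 h at 37 °C / Technique: bottom-read cell fluorescence after medium removal, ex 550/em 595 nm / Measure: HDL uptake via cellular fluorescence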
HTR5A ag ctr – HTR5A agonism, opioid heterodimer counter-screen; P47898; AID 504692; activation, % at 9.3 µM; actives 0.61% (n = 340,000); HTR5A agonist assay, luminescence, cell-based; in the data active means activation mostly above about 9.5%, no sharp cut-off; inactive means mostly below about 7.6%;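 further: 0% = cells with vehicle only and 100% = reference agonist; strong numbers were not always called active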
MITF TRPM1 HTS – MITF TRPM1 promoter activation in melanoma cells; SK-MEL-5 TRPM1-promoter luciferase, 24 h; % of positive control, neutral wells = 0; actives 0.75% (n = 300,000); AID 588334; activation, % at 12.5 µM;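 active means mean activation of at least 80% with every replicate also reaching 80%; inconclusive means mean reaches 80% but some replicate falls short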;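 further: 0% = neutral control wells and 100% = parthenolide positive control wells; values of inactives mirror those of a sister screen read the other way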
PvdQ acylase – P. aeruginosa PvdQ acylase inhibition; purified PvdQ acylase, fluorescence plate reader; inhibition, % at 10 µM; actives 0.063% (n = 340,000); AID 488965; in the data active means inhibition above about 30%, passing the limit was not always enough; inconclusive means no clear call, values can overlap the other calls;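 further: 0% = vehicle neutral wells and 100% = reference inhibitor wells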
Wnt act – activators of Wnt/beta-catenin signaling. Wnt/beta-catenin reporter cell assay, activator, plate reader. activation, % at 9.35 µM. actives 1.2% (n = 300,000); in the data active means activation above about 30%, passing the limit was not always enough; inconclusive means no clear call, values can overlap the other calls;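 further: 0% = neutral control wells and 100% = positive control wells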
cardiac RTF act – increases calcium sensitivity of human cardiac regulated thin filaments; AID 493008; actives 0.24% (n = 340,000); P19429+P45379; IANBD-labeled TnC RTF fluorescence at EC20 calcium; 0% EC20 calcium, 100% full calcium; activation, % at 7.2 µM;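 active means activation above the mean over all tested compounds plus 3 SD, cut at about 30% in these data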;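 further: rise in fluorescence read as greater calcium sensitivity of cardiac thin filaments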
Rtt109 Vps75 – C. albicans Rtt109 histone acetyltransferase inhibition. purified Rtt109/Vps75, ThioGlo CoA-SH fluorescence, 4 h. actives 0.16% (n = 330,000). inhibition, % at 34.9 µM;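 active means inhibition of at least 50% in every replicate; inconclusive means best replicate reaches 50% inhibition but some replicates fall short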
Target sequence (Q5AAJ8 whole entry, looked up): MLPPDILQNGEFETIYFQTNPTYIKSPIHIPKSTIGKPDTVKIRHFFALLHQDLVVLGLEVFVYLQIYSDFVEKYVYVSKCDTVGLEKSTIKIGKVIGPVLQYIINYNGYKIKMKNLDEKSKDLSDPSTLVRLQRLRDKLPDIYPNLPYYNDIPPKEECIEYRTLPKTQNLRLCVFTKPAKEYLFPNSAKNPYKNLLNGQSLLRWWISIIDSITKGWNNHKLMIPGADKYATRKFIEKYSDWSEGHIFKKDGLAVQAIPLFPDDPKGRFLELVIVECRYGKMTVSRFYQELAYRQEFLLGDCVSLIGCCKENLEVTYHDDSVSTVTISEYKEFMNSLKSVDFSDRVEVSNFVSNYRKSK
SR-BI DiI inh – mouse SR-BI HDL lipid transfer inhibition | inhibition, % at 12.5 µM | ldlA[mSR-BI] CHO cells, DiI-HDL uptake fluorescence, 3 h | actives 0.96% (n = 320,000);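 active means mean replicate inhibition of at least 70% and a set share of replicates each scoring 70 or more; inconclusive means meets just one of the two criteria; inactive means fails both criteria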;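 further: 0% = median of neutral control wells and 100% = median of positive control wells; values of inactives mirror those of a sister screen read the other way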
Target sequence (Q61009 whole entry, looked up): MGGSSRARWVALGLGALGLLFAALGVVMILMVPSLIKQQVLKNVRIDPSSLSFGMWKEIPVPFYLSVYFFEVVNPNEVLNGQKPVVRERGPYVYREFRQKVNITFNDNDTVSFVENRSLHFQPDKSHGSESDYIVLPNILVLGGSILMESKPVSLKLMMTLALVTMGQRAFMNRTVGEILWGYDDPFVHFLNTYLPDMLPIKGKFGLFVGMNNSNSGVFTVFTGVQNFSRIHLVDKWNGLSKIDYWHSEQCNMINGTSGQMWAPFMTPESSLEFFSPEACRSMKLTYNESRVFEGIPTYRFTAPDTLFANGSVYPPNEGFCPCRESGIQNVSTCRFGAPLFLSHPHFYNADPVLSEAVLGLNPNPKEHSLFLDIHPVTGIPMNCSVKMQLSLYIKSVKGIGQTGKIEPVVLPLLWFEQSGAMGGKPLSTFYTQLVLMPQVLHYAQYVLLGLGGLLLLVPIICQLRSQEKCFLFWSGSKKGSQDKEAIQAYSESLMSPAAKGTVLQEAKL
CDK5 p35 inh – CDK5/p35 (human) kinase inhibition. Q00535+Q15078. Recombinant CDK5/p35, ADP-Glo luminescence, 60 min. inhibition, % at 10 µM. actives 0.01% (n = 330,000). AID 488839;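 active means highest replicate inhibition of at least 50% and at least 75% of replicates reaching 50%; inconclusive means only one of the two criteria met; inactive means both criteria failed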;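 further: plate controls were DMSO neutral control for no effect and GW8510 at 10 µM for full effect; many of its hits are not listed in these tables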
The depositor's hits bear a star; ? = inconclusive; / = not tested or not shown.

Sequence of screens – dFosB activator, SR-BI uptake up, HTR5A ag ctr, MITF TRPM1 HTS, PvdQ acylase, Wnt act, cardiac RTF act, Rtt109 Vps75, SR-BI DiI inh, CDK5 p35 inh
[1] Cc1ccc2c(c1)N(CC(=O)NCCCN1CCCCC1)C(=O)c1cccnc1O2
→ 3, 19, -1, 2, 4, -2, 0, 2, -19, -0.7
[2] Cc1cc(OCCOCCN(C)C)ccc1Cl
→ 0, 16, 0, 7, -5, /, -4, -2, -16, 1.1
[3] Cc1ccc(S(=O)(=O)N2CCN(c3ccnc4cc(Cl)ccc34)CC2)cc1
→ -5, 12, 5, -10, -14, -3, 3, -3, -12, -3.0
[4] COc1cc(/C=N/O)cc(Br)c1OS(=O)(=O)c1ccc(C)cc1
→ -15, -7, 1, 5, -16, -6, -2, -4, 7, 0.0
[5] CCc1ccc(NC(=O)NNC(=O)c2cc3ccccc3cc2O)cc1
→ 39*, -38, 0, 5, -16, -4, 2, -15, 38, -0.5
[6] C=C(C)Cn1c(=S)[nH]c2ccccc2c1=O
→ 2, /, -1, 8, -4, 0, 0, 5, -41, 0.8
[7] COC(=O)c1[nH]c2ccccc2c1NC(=O)CCN1CCSCC1
→ 4, -11, 3, /, -1, -3, 5, -1, 11, -1.1
[8] CC1CC(C)(C)NC(=S)N1CCC(=O)Nc1ccc2c(c1)OCCO2 (stereo not drawn)
→ -8, -47, -1, -37, 4, -13, 3, -6, 47, -1.3
[9] CC(C)CN(C(=O)COC(=O)c1cncc(Br)c1)c1c(N)n(Cc2ccccc2)c(=O)[nH]c1=O
→ 0, 9, 10, -7, -5, -1, -1, 12, -9, -2.6
[10] CCN(CC)c1ccc(/C=N/NC(=O)C(O)c2ccccc2)cc1 (stereo not drawn)
→ -1, -6, 1, 4, -17, -2, 2, -16, 6, -2.4
[11] O=C(Nc1cnc2ccccc2c1)c1ccco1
→ -9, 14, 5, 12, -3, /, 3, -8, -14, 0.7
[12] CCOC(=O)C1CCCN(c2cc(=O)n(-c3ccccc3Cl)c(=O)[nH]2)C1 (stereo not drawn)
→ -7, 19, 0, /, -13, 0, 1, -4, -19, -1.0
[13] COc1ccc(N2CC(C(=O)N[C@H](C(=O)NC(C)c3ccccc3)C(C)C)CC2=O)cc1 (stereo partly drawn)
→ -8, 11, -2, -15, 3, 0, -7, -4, -11, -0.9
[14] Cc1ccccc1C1CC(c2ccc(Br)cc2)Nc2nc(N)nn21 (stereo not drawn)
→ -15, -4, 1, 1, -18, -3, 12, -1, 4, -1.2
[15] Cc1ccc(Oc2ncccc2/C=N/O)cc1
→ 0, 5, -1, 15, -16, -5, -1, -5, -5, -0.5
[16] CCN1CCN(Cc2c(O)ccc3c2O/C(=C\c2ccc(C)cc2)C3=O)CC1
→ -13, -9, 3, 2, -6, -8, 29, -279, 9, -0.5
[17] CSc1nc(-c2ccc(Cl)cc2Cl)[nH]c(=O)c1C#N
→ -3, 7, 4, -5, 3, 8, 4, 8, -7, 2.5
[18] O=C(CC1C(=O)NCCN1CC1CCCCC1)NCc1ccc(F)cc1 (stereo not drawn)
→ -3, 19, 4, -2, -14, 0, 2, -1, -19, -1.9
[19] O=C(Nc1cccc(Cl)c1)C1CCN(C(=O)c2cccs2)CC1
→ -3, /, 3, 5, -11, -4, -2, 4, /, -1.1
[20] Nc1nnc(CCOc2ccc(Cl)cc2)s1
→ 3, 21, 7, 6, 3, 0, 1, 7, -21, 1.2
[21] O=C(O)CCCC(=O)Nc1ccc(N=Nc2ccccc2)cc1
→ -1, 15, -6, 2, -14, -2, 3, 8, -15, -0.5
[22] Cc1ccnc(NC(=O)C2CCC(CNc3c(N4CCCC4)c(=O)c3=O)CC2)c1 (stereo not drawn)
→ -8, -2, 8, /, 5, -2, -4, -3, 2, 2.5
[23] CCn1c(C(C)NC(C)=O)nc2ccccc21 (stereo not drawn)
→ 3, 12, 2, /, -12, ?, 18, 3, -12, 0.7
[24] O=C(Cc1ccccc1Cl)Nc1ccc(S(=O)(=O)Nc2nccs2)cc1
→ -1, -2, 1, 1, -16, -1, 0, -4, 2, 0.4
[25] O=C(O)CN=C(NS(=O)(=O)c1ccccc1)c1ccccc1
→ -7, 14, 0, -7, -2, /, 1, -37, -14, 1.5
[26] O=C(COc1coc(CN2CCc3ccccc3C2)cc1=O)N1CCOCC1
→ -2, 12, -6, -6, -18, 23, 3, 0, -12, 0.6
[27] CCCCNC(=O)c1onc(CSc2ccc(F)c(F)c2)c1C(=O)NCCCC
→ -4, 18, -3, 2, 2, 2, -6, 6, -18, 1.2
[28] Brc1cccc(-c2cnco2)c1
→ 0, -2, -4, -9, -14, 0, 4, 4, 2, -2.3
[29] COc1ccccc1CNC(=O)C1CCN(S(=O)(=O)c2cccc3cccnc23)CC1
→ -6, -27, 1, -32, 6, -2, -4, 10, 27, 0.4
[30] COC(=O)C1Cc2c([nH]c3ccccc23)C(C(C)C)N1 (stereo not drawn)
→ -14, -30, 1, -14, -11, 3, 1, -16, 30, 0.4

Remaining list, next part.
Sequence of screens – dFosB activator, SR-BI uptake up, HTR5A ag ctr, MITF TRPM1 HTS, PvdQ acylase, Wnt act, cardiac RTF act, Rtt109 Vps75, SR-BI DiI inh, CDK5 p35 inh
[31] CCOc1ccc(-c2nc(CN3CCCCC3CCn3cccn3)c(C)o2)cc1 (stereo not drawn)
→ -14, /, -11, 3, -6, 0, 0, 4, /, -3.1
[32] Cc1ccccc1N1CCN(C(=O)c2cc(C3CC3)nn2-c2ccccc2)CC1
→ -17, -13, 2, -6, -7, 5, -1, 5, 13, 0.6
[33] CCc1cccc(NC(=O)CN(C)S(=O)(=O)c2cccc3cccnc23)c1
→ -5, -24, 3, 0, 5, 1, 2, 3, 24, 0.0
[34] COc1ccc(CCCc2nnc(SCc3nc4ccccc4c(=O)[nH]3)n2C)cc1
→ -4, -4, -1, -10, -2, -2, -4, -2, 4, 1.3
[35] S=C(Nc1ccccc1)N1CCc2ccccc21
→ 5, /, 4, /, -6, 2, -4, -1, /, 0.6
[36] Cc1ccc(OCCNC(=O)c2cncc(Br)c2)cc1C
→ -1, /, 1, 7, -9, /, 0, -1, /, 0.3
[37] COc1ccc(C(=O)Nc2cccc(NC(=O)c3cccs3)c2)cc1OC
→ -3, -54, -1, /, 17, 0, 5, 9, 54, -1.4
[38] O=C(NCC1CCCO1)c1ccc[nH]1 (stereo not drawn)
→ 3, 12, -2, 0, -3, 0, 3, -7, -12, -0.2
[39] COc1ccc(-c2nc(C)c(C(C)=O)n2O)cc1OC
→ -9, 7, 0, 3, -13, 1, 5, 0, -3, -0.3
[40] CCC(NC(=O)COc1cc2c(c3oc(=O)c(C)c(C)c13)CCC(C)(C)O2)C(=O)O (stereo not drawn)
→ -3, -10, -2, -6, -2, 1, 5, -16, 10, -1.1
[41] O=C(CCCl)Nc1nc2c(s1)CCc1ccccc1-2
→ -3, -36, 1, -31, -17, -10, 7, /, 36, 1.3
[42] COc1cc(/C=C2/C(=N)N3N=C(C(C)C)SC3=NC2=O)ccc1OS(=O)(=O)c1ccccc1
→ -1, 15, 2, 19, 14, -1, -3, 16, -15, 1.9
[43] O=C(NC1CCCC1)c1cnn2c(C(F)(F)F)cc(-c3ccc4c(c3)OCO4)nc12
→ 8, -2, -2, /, -6, /, 0, -8, 2, 0.0
[44] O=C(N/N=C/c1ccc2nccnc2c1)c1ccncc1
→ 4, 355*, -3, /, -13, 2, 5, -8, -355, -2.0
[45] Cc1ccc(OCCC(=O)OCC(=O)Nc2ccc3c(c2)OCCO3)cc1
→ -3, 6, -6, 5, 3, 0, -4, 1, -6, -0.4
[46] CCOCc1nnc(NC(=O)c2cccs2)s1
→ 3, -3, 1, -17, -15, 2, 2, -7, 3, 0.3
[47] CSc1nc(N)c(C(=O)NC2CCCCC2)s1
→ 1, 23, 1, 15, 11, 3, 5, 3, -23, 0.5
[48] Cc1ccc(-c2nc(CS(=O)CC(=O)N3CCN(c4ccc(F)cc4)CC3)c(C)o2)cc1 (stereo not drawn)
→ -14, -40, 2, -27, -9, 0, -4, -4, 40, 2.8
[49] O=CN/C=C/c1cccc(O)c1
→ -6, 12, 0, /, -12, -1, 1, 1, -12, 0.8
[50] O=C(N=Nc1c(O)[nH]c2ccc(Br)cc12)c1cc(-c2cccs2)nc2ccccc12
→ 8, /, 0, -44, -8, -1, -2, -6, /, 3.3
[51] Cc1cc(Cl)c(S(=O)(=O)Nc2ccc3c(c2)OCO3)cc1OCC(=O)NC1CCCCC1
→ 4, 5, 3, /, 0, /, -1, 11, -5, 1.5
[52] Clc1cccc(Oc2cnc3ccccc3n2)c1
→ -5, 9, -6, 20, 4, 8, -4, -4, -9, 0.0
[53] O=C(NCC(c1ccco1)N1CCOCC1)c1ccccc1 (stereo not drawn)
→ -9, 5, 11, -1, -7, -1, -2, -8, -5, -0.3
[54] CC(C)c1ccc(NC2=NCC(=O)N2Cc2cccs2)cc1
→ -6, -8, 9, 30, 6, 2, -6, 20, 8, 1.2
[55] CCc1nnc(N/N=C/c2ccccc2F)n1N
→ -4, 8, -1, 6, -23, -1, 10, 11, -8, -1.3
[56] Cn1c(=O)cc(SCC(=O)Nc2cccnc2)c2ccccc21
→ -23, -5, 2, /, -7, /, 7, /, 5, -0.3
[57] O=C(CCN1C(=O)C2C3CCC(C3)C2C1=O)Nc1ccc(F)cc1 (stereo not drawn)
→ 5, 10, -1, 3, -1, -4, -8, -1, -10, 0.5
[58] CCOC(=O)C1=CN(Cc2ccco2)S(=O)(=O)N(C)C1c1ccc(C(F)(F)F)cc1 (stereo not drawn)
→ -1, -13, -1, 2, -10, -4, -1, -5, 13, -3.5
[59] CCC(=O)c1ccc(OCC(=O)N(CC)CC2COc3ccccc3O2)cc1 (stereo not drawn)
→ -10, -7, 1, 3, -7, 0, -5, 3, 7, 0.0
[60] C#CC[N+](CC)(CC)CC#Cc1cccc(Cl)c1
→ 8, 12, -7, -8, -5, /, 3, 1, -12, 1.7
[61] CCN(CC)CCCNc1nc(N)c([N+](=O)[O-])c(NCCO)n1
→ 8, -1, 1, /, -12, -2, -3, -6, 1, -2.7
